# From PubChem
# Giardia FBPA inh: qHTS Assay for Inhibitors of Fructose-1,6-bisphosphate Aldolase from Giardia Lamblia; A8B2U2; purified Giardia FBPA; Potency, µM (top dose mostly 59.6 µM), without a hit: at the highest dose activity, negative = inhibition, usual class: inhibitors; 0.71% of 290,000 active; AID 2451, 2010; further: potency means the concentration at half of the fitted maximal effect; nearly all actives have a fitted effect of over 55% in size
# Target sequence (A8B2U2 whole entry, looked up): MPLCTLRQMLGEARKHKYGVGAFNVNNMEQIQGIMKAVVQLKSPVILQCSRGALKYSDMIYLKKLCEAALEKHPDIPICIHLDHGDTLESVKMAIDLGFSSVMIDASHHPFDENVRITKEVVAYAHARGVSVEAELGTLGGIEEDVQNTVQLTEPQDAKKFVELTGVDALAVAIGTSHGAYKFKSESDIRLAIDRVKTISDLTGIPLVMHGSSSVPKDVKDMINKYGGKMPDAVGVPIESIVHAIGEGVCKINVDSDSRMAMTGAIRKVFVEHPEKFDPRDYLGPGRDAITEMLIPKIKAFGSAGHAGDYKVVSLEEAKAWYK
#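 Giardia FBPA (40 nM reagent) was preincubated 10 min at RT with compound (up to 57.5 uM final), then substrate plus GAPDH/TPI/NAD/arsenate coupling system with diaphorase/resazurin was added; resorufin fluorescence (525/598 nm) was read after 20 min.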
# AmpC inh no detg: qHTS Inhibitors of AmpC Beta-Lactamase (assay without detergent); AmpC nitrocefin hydrolysis, absorbance 480 nm, 0.0001% Triton; Potency, µM (series often up to 57.1 µM), for inactives: top-dose activity change, negative = inhibition, most hits filed as inhibitors; 0.52% of 330,000 active;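 further: potency means the concentration at half of the fitted maximal effect; plate controls were no compound for no effect and no enzyme for full effect; nearly all actives have a fitted effect of over 20% in size; some results filed as inactive show a strong effect at the top dose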
# Target sequence (P00811 whole entry, looked up): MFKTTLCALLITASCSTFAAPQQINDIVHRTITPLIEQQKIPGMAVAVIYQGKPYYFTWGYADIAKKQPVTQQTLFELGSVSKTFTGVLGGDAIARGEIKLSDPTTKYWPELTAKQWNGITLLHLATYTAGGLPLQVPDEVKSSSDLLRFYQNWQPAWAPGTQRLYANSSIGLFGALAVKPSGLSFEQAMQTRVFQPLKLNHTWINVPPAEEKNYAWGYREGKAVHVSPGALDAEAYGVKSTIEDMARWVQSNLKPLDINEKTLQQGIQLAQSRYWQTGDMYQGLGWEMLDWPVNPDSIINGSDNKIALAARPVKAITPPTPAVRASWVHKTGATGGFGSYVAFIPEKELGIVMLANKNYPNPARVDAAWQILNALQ
#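 20 mM phosphate pH 7.0 + 0.01% (detergent screen) or 0.0001% Triton X-100; 5.3 nM AmpC reagent; cpd preinc 15 min RT; nitrocefin (800 uM stock) to start; A480 q20 s × 4 min; Activity was normalised to no-enzyme and no-compound control wells.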
# Sm TGR block: qHTS Assay for the Inhibitors of Schistosoma Mansoni Peroxiredoxins. AID 485364, 2010. Schistosoma mansoni thioredoxin glutathione reductase (TGR), Q962Y6. 3% of 360,000 active. purified TGR, DTNB reduction, TNB absorbance 405 nm. Potency, µM (highest dose often 114 µM), inactives show at the highest dose activity change, negative = inhibition, hits mostly inhibitors; further: potency means the concentration at half of the fitted maximal effect; nearly all actives have a fitted effect of over 60% in size
#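 Kinetic colorimetric format: TGR-catalysed, NADPH-driven DTNB reduction monitored via TNB absorbance. Enzyme dispensed at 20 nM; compound exposure 15 min at room temperature before reaction start.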
# HCMV antiviral: qHTS Assay for inhibitors of the human cytomegalovirus (HCMV); HFF cells, HCMV-luciferase reporter, 72 h; stronger effect = lower value; activity change, negative = inhibition, % at 57.5 µM; 4.5% of 410,000 active; AID 1259415, 2018; in the data active means activity change below about -60%; inconclusive means no clear call, values can overlap the other calls; inactive means above about -39%
#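 Screen run at 2 compound doses on HFFs infected with reporter HCMV, MOI 1 PFU/cell. Luciferase activity from cell lysates at 72 h post infection gave inhibition relative to buffer-only and Salinomycin wells.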
# AMA1 RON2 block: qHTS for Inhibitors of AMA1-RON; Towards Development of Antimalarial Drug Lead: Primary Screen; AlphaScreen AMA1-biotinylated RON2 peptide binding; Plasmodium falciparum AMA1 (3D7) - RON2 peptide interaction; AID 720542, 2013; Potency, µM (doses to about 58.2 µM), without a hit: at the highest dose activity change, negative = inhibition, usual class: inhibitors; 0.2% of 360,000 active;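 further: potency means the concentration at half of the fitted maximal effect; 0% = vehicle wells and -100% = peptide control; nearly all actives have a fitted effect of over 45% in size; some results filed as inactive show a strong effect at the top dose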
#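 AMA1 (3D7) with his tag at 25 nM final met compounds first, then biotinylated RON2 peptide at 25 nM; detection used donor plus acceptor beads, 10 µg/mL apiece, read by AlphaScreen after 30 min at room temperature.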
# AmpC detergent: qHTS Inhibitors of AmpC Beta-Lactamase (assay with detergent) | P00811 | AmpC hydrolysis of nitrocefin, absorbance 480 nm, 0.01% Triton | Potency, µM (doses to about 114 µM), inactives show at the highest dose activity change, negative = inhibition, most hits filed as inhibitors | 0.041% of 370,000 active | AID 485294, 2010;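 further: potency means the concentration at half of the fitted maximal effect; 0% = no-compound wells and -100% = no-enzyme wells; nearly all actives have a fitted effect of over 25% in size; some results filed as inactive show a strong effect at the top dose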
#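 20 mM phosphate pH 7.0 + 0.01% (detergent screen) or 0.0001% Triton X-100; 5.3 nM AmpC reagent; cpd preinc 15 min RT; nitrocefin (800 uM stock) to start; A480 q20 s × 4 min; Activity was normalised to no-enzyme and no-compound control wells.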
# Numbers without * were called inactive; ? = inconclusive; / = no result given; [ ] = dose if it differs, or a comment. Unless noted, the call rests on the fitted dose curve; in most records, active means well fitted curve in the direction sought with a large enough effect; inconclusive means small, poorly fitted or top-dose-only effect, or another doubt; inactive means no such curve, though single readings can be large; an effect the other way counts as inactive or inconclusive. Unless noted, on the % scale 0 is the no-effect control and ±100 the full control effect.
molecule | AmpC detergent | AmpC inh no detg | HCMV antiviral | Giardia FBPA inh | Sm TGR block | AMA1 RON2 block
CN(C(=O)CSc1nc(-c2ccccc2)cs1)C1CCS(=O)(=O)C1 (centres undefined) | -14% | -15% | 42 | -5% | 6% | 8%
CCN1CCN(c2nc(N)c([N+](=O)[O-])c(Nc3ccc(C)cc3)n2)CC1 | 3% | -56% | 16 | 5% | -1% | 9%
CC(C)CCNC(=O)CN(Cc1ccco1)C(=O)CCC(=O)Nc1nccs1 | -3% | 1% | -9 | 1% | -3% | -4%
N#Cc1ccc(C(=O)Nc2cc(-c3ccccc3)nn2-c2ccccc2)cc1 | ? | -19% | -8 | / | -5% | 3%
CCC(C)(C)NC(=O)C1CCN(S(=O)(=O)c2ccc3c(c2)CCCN3C(C)=O)CC1 | -7% | / | 4 | / | -2% | /
CC(C)[C@H](NC(=O)c1ccco1)C(=O)OCC(=O)NC12CC3CC(CC(C3)C1)C2 | -7% | 26% | 0 | 4% | -2% | 1%
CCCCC(=O)Nc1ccccc1C(=O)OCC(=O)c1ccc2c(c1)OCCO2 | -7% | -31% | -1 | 0% | -5% | -12%
Cc1n[nH]c(=S)n1/N=C/c1cccc(OCc2ccccc2)c1 | 1% | -28% | 30 | 1% | / | 69%[activator]
COc1ccc(-c2cc(C(=O)NC(C)C)no2)cc1 | ? | -5% | 80 | -1% | -2% | -5%
Cc1cc(C(=O)NC2CCCC2)on1 | 1% | 2% | 20 | -3% | 7% | -3%
CCOC(=O)c1sc2ccccc2c1S(=O)(=O)Nc1ccc(OC)c(Cl)c1 | 12% | / | -1 | / | -3% | /
CN(c1ccccc1)S(=O)(=O)c1cccc(C(=O)NC2CCCCC2)c1 | ? | -27% | -12 | / | -14% | 5%[11.6 µM]
CNC(=O)c1oc(-c2ccc(Cl)cc2)nc1C | 5% | -25% | 7 | 2% | / | -5%
O=C1CC(c2ccccc2)CC(O)=C1C=NCCN1CCN(Cc2ccccc2)CC1 (centres undefined) | 2% | 51% | 24 | 7% | -2% | 46%[activator]
Cc1cccc(CNC(=O)c2cnc3sc(N4CCCCC4)nn3c2=O)c1 | -1% | / | 27 | / | 11% | /
Cc1cc(C)nc(SC2=CS(=O)(=O)c3ccccc32)n1 | 1% | -19% | -6 | -1% | -23% | 8%
CN(Cc1cc2cc(F)ccc2[nH]1)Cc1nc(-c2cnccn2)no1 | -2% | 6% | 17 | -2% | -30% | 1%
O=C(NCc1cccs1)c1cnc2ccccn2c1=O | 1% | -9% | -17 | 2% | 0% | -4%
COc1ccc(C(=O)Nc2nc3n(n2)C(c2ccc(F)cc2)C=C(c2ccc(Cl)cc2)N3)cc1 (centres undefined) | 2% | / | ? | / | -12% | /
COc1cccc(Cn2c(=O)n(-c3ccccc3C)c(=O)c3c2c2cc(C)ccc2n3C)c1 | 11% | / | -68* | / | 25% | /
Cc1ccc(C(=O)NCc2ccc3c(c2)OCO3)cc1C | -1% | -5% | 83 | 8% | 0% | 0%
CC(C)[C@@H](C(=O)N[C@@H](Cc1ccccc1)C(=O)O)N1C(=O)N2CCc3c([nH]c4ccccc34)[C@@]2(C)C1=O | -16% | 38% | 11 | -24% | -24% | -2%
CC(C)(C)c1csc(SCC(=O)Nc2ccc(Cl)cn2)n1 | 6% | -20% | -35 | -3% | -1% | 3%
COc1ccc(C2C(C(=O)N3CCN(c4ccccc4)CC3)c3ccccc3C(=O)N2C)cc1OC (centres undefined) | -9% | 140%[activator] | 15 | -19% | -11% | 5%
CCc1ccccc1Nc1nc(N)nc(COC(=O)c2c(C)noc2C)n1 | 6% | -26% | -24 | / | 1% | 13%
O=C(c1ccc(Cl)cc1Cl)N1CCN(c2ccc(N3CCOCC3)nn2)CC1 | -5% | 23% | ? | / | 8% | -4%
CCC1C(=O)N=C(SCC(=O)Nc2cccc3ccccc23)NC1=O (centres undefined) | 1% | -17% | -7 | -20% | -3% | 19%
COc1ccccc1NC(=O)Nc1cc(C(C)C)ccc1C | -4% | -17% | -31 | -1% | 12% | -3%
CC(=O)N1CCCc2cc(S(=O)(=O)N3CCCC(C(=O)Nc4ccc(F)cc4F)C3)ccc21 (centres undefined) | -9% | / | -26 | / | 1% | /
Cc1ccc(S(=O)(=O)N2CCN(C(=O)CCc3c[nH]c4ccccc34)CC2)cc1 | -8% | 2% | -16 | / | 3% | -2%
CC(Sc1ccc2c(c1)OCCO2)C(=O)Nc1ccc2c(c1)OCO2 (centres undefined) | -9% | -18% | 1 | 9% | -10% | 10%
Cn1c(=O)c([N+](=O)[O-])c(N2CCN(Cc3ccc4c(c3)OCO4)CC2)c2ccccc21 | -5% | 15% | -36 | -2% | 0% | ?
O=C(NC(=S)Nc1nc(-c2ccccc2)cs1)c1ccco1 | -5% | -44% | 25 | -17% | -29% | 47%[activator]
Cc1cc(C)n2c(Nc3ccc4c(c3)OCCO4)c(-c3ccc(C)o3)nc2n1 | -14% | 2% | 52 | -7% | ? | -21%
CCOC(=O)c1sc(Nc2nc3c(OC)cccc3s2)nc1C | -1% | -21% | 177 | -2% | 3% | /
O=C1CCC(=O)N1N1C(=O)C2C3c4ccccc4C(c4ccccc43)C2C1=O (centres undefined) | 4% | -10% | -6 | 4% | / | 2%
CCC(=O)Nc1c(C)nn(C(=O)CC)c1C | -2% | -8% | 2 | -2% | 4% | 1%
COc1ccc(/C=C(\C#N)C(=O)Nc2cc(S(=O)(=O)N3CCOCC3)ccc2N2CCCC2)cc1 | -11% | 60%[activator] | -26 | 1% | 0% | -23%
CCOc1ccc(C(=O)NCc2ccccc2)cc1Br | ? | -18% | -21 | 6% | 1% | 21%
Cc1oc2cc(O)ccc2c(=O)c1Oc1ccc2ccccc2c1 | 2% | -56% | 17 | 18% | 1% | 1%
CSCCC(NC(=O)c1cc([N+](=O)[O-])ccc1Cl)C(=O)O (centres undefined) | 0% | -15% | 29 | 3% | 0% | -11%
O=C(NCCCn1ccnc1)C(=O)NCC1OCCCN1S(=O)(=O)c1ccc(F)cc1 (centres undefined) | ? | -1% | 9 | 0% | -1% | -3%
COc1ccc(N(CC(=O)NCCc2ccc(C)cc2)S(=O)(=O)c2c(C)noc2C)cc1 | 0% | 89%[activator] | 0 | / | 5% | 0%
COc1ccc(CCNC(=O)CSc2nnc3ccc(-c4ccncc4)nn23)cc1 | ? | 19% | -20 | 0% | -4% | 8%
Cc1cc(N2CCOCC2)nc2ccc(NC(=S)N3CCN(c4ccccc4)CC3)cc12 | 4% | 30% | ? | ? | -5% | 8%
COc1cc2nc(CC(C)C)n(NC(=O)c3ccccc3)c(=O)c2cc1OC | 5% | -19% | 92 | -28% | 9% | -1%
Cc1ccc(Cn2cnc3ccccc32)cc1C | -9% | -17% | -63* | 7% | -7% | 1%
CCOCC(O)CNC(=O)c1ccc(OC2CCN(C(=O)c3cccnc3)CC2)cc1 (centres undefined) | 0% | -12% | -33 | 6% | 8% | 8%
Cc1ccc(CNc2nc3ccccc3s2)s1 | 6% | -17% | 54 | 15% | 5% | -4%
COc1ccc(Cl)cc1-c1nc(SCC(=O)NC(C)C(C)C)n[nH]1 (centres undefined) | 2% | -1% | -20 | -29% | 8% | 0%
CCN(C(=O)COC(=O)CCC(=O)c1cccs1)C1CCCCC1 | / | 1% | -16 | / | / | 22%
CN(C)c1ccc(-c2nnc(-c3cccnc3)o2)cc1 | -4% | 5% | 85 | -1% | 0% | 6%
CC1(C)Cc2ccccc2-c2[nH]c(=S)[nH]c(=O)c21 | -3% | -32% | 15 | ? | -3% | 91%[activator]
CN1CCC(N(C)CC(=O)Nc2ccc3c(c2)OC(F)(F)O3)CC1 | 3% | 3% | ? | ? | -3% | 15%
CCN1CCN(c2ncc3c(n2)CC(c2cc(OC)c(OC)c(OC)c2)CC3=O)CC1 (centres undefined) | 14% | -3% | 3 | -1% | 7% | 2%
Cc1c(N(C)C(=O)c2ccccc2F)c(=O)n(-c2ccccc2)n1C | -14% | -9% | -5 | 2% | 5% | -16%
COc1ccc(C(=O)Nc2ccc(S(=O)(=O)Nc3cc(C)nc(C)n3)cc2)c(OC)c1 | ? | -7% | 35 | -3% | 3% | 3%
O=C(NNC(=O)C1CC(c2cccs2)=NO1)Nc1ccccc1 (centres undefined) | -5% | -14% | 25 | 2% | 4% | 93%[activator]
Cc1ccc2c(c1)=C/C(=C\c1c(O)[nH]c(=S)[nH]c1=O)C(=O)N=2 | -3% | -45% | / | ? | 13µM* | /
CCn1c(SCC(=O)NC2=NCCS2)nnc1C(C)NC(=O)c1ccc(Cl)cc1 (centres undefined) | -4% | 18% | -25 | / | 4% | -3%

# Laid out differently: entries from further up.
molecule: CC1(C)Cc2ccccc2-c2[nH]c(=S)[nH]c(=O)c21
  AmpC detergent: -3% | AmpC inh no detg: -32% | HCMV antiviral: 15 | Giardia FBPA inh: ? | Sm TGR block: -3% | AMA1 RON2 block: 91%[activator]
molecule: CCN(C(=O)COC(=O)CCC(=O)c1cccs1)C1CCCCC1
  AmpC detergent: / | AmpC inh no detg: 1% | HCMV antiviral: -16 | Giardia FBPA inh: / | Sm TGR block: / | AMA1 RON2 block: 22%

# The list goes on.
molecule | AmpC detergent | AmpC inh no detg | HCMV antiviral | Giardia FBPA inh | Sm TGR block | AMA1 RON2 block
COc1ccc(C2=NS(=O)(=O)N(C)C(C(=O)NC3CCCC3)=C2)cc1OC | -9% | 1% | 7 | 10% | 5% | 0%
COc1ccc(CONc2ncnc3nonc23)cc1[N+](=O)[O-] | -11% | -35% | ? | 7% | 5% | -1%
CC1CC2(CCCCC2)Nc2c1ccc1ccccc21 (centres undefined) | -8% | -40% | -26 | -1% | -5% | -29%
COC(C[C@@H]1O[C@@H]1[C@@H](O)[C@@H](C)OCc1ccccc1)OC | -1% | -3% | -25 | 5% | 5% | 25%
O=C(c1cc(-c2ccccc2O)on1)N1CCOCC1 | -13% | -7% | 8 | 4% | -1% | 2%
CC(C)(C)c1cc(OC(=O)C2CCCC2)ccc1O | -17% | -9% | 6 | -4% | -5% | -7%
CCOC(=O)C1CCCN(C(=O)Cn2ncc3c4ccccc4n(Cc4ccc(F)cc4)c3c2=O)C1 (centres undefined) | 17% | / | 6 | / | 2% | /
NC(=O)COC(=O)c1cc(=O)[nH]c2ccc(S(=O)(=O)Nc3ccc(F)cc3)cc12 | ? | -27% | -19 | -4% | 6% | 4%
O=C(CN1CCN(c2ccccc2O)CC1)Nc1cc(S(=O)(=O)N2CCCC2)ccc1Cl | ? | 64%[activator] | -16 | / | -2% | 15%
O=C(CN1C(=O)S/C(=C\C=C\c2ccccc2)C1=O)N1CCOCC1 | 0% | -12% | 7 | -7% | ? | -6%
CNC(=O)N(O)C1N(c2ccccc2)C(=S)SC1(C)C (centres undefined) | -10% | -10% | 26 | -4% | 1% | -8%
COC(=O)COc1ccc2cc(-c3ccccc3)c(=O)oc2c1 | 4% | -5% | -14 | -2% | -20% | 23%
